# From PubChem BioAssay
# LEDGF integ inh – blocks HIV-1 LEDGF/p75-dependent DNA integration. hit rate 0.64% among 370,000. AID 743269. inhibition, % at 3.7 µM. TR-FRET IN-LEDGF/p75 DNA integration, Eu/Cy5;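 active = inhibition above the screen-wide mean plus 3 SD, cut at about 13% in these data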;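 also: signal is the Cy5 over europium emission ratio at 671 and 618 nm; 0% = plate median of compound wells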
# PG9 Ab binder – PG9 antibody binding by small molecule; TR-FRET gp120-PG9 antibody binding; inhibition, % at 6.7 µM; hit rate 0.43% among 360,000; in the data active = inhibition above about 8.5%
# PRMT1 inh – PRMT1 (human) inhibition, primary screen. inhibition, % at 2.79 µM. recombinant PRMT1, activity-based probe fluorescence polarization. hit rate 1.3% among 370,000;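 active = inhibition above about 21% made by adding two undisclosed values, limit read from the data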
# Target sequence (Q99873 whole entry, looked up): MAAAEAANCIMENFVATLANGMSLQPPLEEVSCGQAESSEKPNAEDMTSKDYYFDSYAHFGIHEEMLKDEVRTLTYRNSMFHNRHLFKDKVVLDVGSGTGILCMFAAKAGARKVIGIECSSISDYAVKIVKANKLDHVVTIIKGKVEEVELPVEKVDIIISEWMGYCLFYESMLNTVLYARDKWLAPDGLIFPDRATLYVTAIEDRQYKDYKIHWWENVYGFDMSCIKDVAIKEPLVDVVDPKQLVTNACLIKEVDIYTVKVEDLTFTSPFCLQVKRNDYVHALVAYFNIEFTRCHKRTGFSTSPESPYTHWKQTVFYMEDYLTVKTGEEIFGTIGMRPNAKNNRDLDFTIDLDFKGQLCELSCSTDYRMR
# SIAE inh – blocks human sialic acid acetylesterase; Q9HAT2; SIAE FP-Rh probe binding, fluorescence polarization; inhibition, % at 9.66 µM; hit rate 0.69% among 370,000; AID 1053197;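 active = inhibition above a cutoff: mean of compounds within the control limits plus 3 SD of those, cut at about 17% in these data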;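 also: 0% = plate median of compound wells and 100% = probe without SIAE protein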
# rCAG RNA binder – molecules binding r(CAG) RNA repeats; inhibition, % at 3 µM; r(CAG) RNA repeat, TO-PRO-1 dye displacement fluorescence; hit rate 1.3% among 370,000; AID 651821;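 active = inhibition above the plate cutoff, the mean of all test compounds on that plate plus 3 SD, cut at about 35% in these data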;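 also: 0% = DMSO alone and 100% = 100 µM mitoxantrone as full dye displacement; higher means more dye released from RNA so lower well fluorescence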
# TCR-CD3 inh – human TCR-CD3 binding inhibition; hit rate 0.37% among 360,000; inhibition, % at 9.4 µM; AID 651800; TAMRA-labeled TCR probe fluorescence, biochemical; in the data active = inhibition above about 19%;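 also: recombinant mutant TCR 2C K166C tagged with TAMRA read by polarization; 0% = receptor in buffer alone and 100% = receptor with positive control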
# ABHD4 inh – inhibitors of mouse ABHD4 | Q8VD66 | AID 720543 | hit rate 0.54% among 370,000 | inhibition, % at 8.92 µM | purified mABHD4, FP-Rh probe fluorescence polarization;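 active = inhibition exceeding the mean over every tested compound plus 3 SD, cut at about 30% in these data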;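 also: 0% = plate median of compound wells and 100% = S159A mutant with DMSO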
# Target sequence (Q8VD66 whole entry, looked up): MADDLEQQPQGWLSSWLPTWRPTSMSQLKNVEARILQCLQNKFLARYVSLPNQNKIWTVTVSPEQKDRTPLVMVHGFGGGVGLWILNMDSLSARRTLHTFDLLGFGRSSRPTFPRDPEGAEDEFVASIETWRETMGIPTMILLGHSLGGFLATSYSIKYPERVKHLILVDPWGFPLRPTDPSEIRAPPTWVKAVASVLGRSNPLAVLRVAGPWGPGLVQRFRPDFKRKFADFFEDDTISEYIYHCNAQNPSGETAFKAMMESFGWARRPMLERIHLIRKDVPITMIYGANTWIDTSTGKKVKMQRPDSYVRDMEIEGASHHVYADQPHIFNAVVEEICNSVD
#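 Assay system: wild-type mouse ABHD4 protein; compound: single nominal dose of 8.92 µM, 0.89% DMSO final; schedule: 45 min + 60 min at 25 °C; measured by: FP readout, ex 525 nm / em 598 nm; evaluation: % inhibition of FP-Rh probe binding versus controls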
# TDP2 absorb – TDP2 (human) inhibition, absorbance primary screen; recombinant TDP2, T5PNP hydrolysis, p-nitrophenol absorbance 415 nm; inhibition, % at 12.8 µM; hit rate 0.34% among 370,000;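 active = inhibition above the mean of all tested compounds plus 3 SD, set per campaign, cut at about 25% in these data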;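 also: 0% = DMSO with enzyme and 100% = buffer with substrate but no TDP2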
# Target sequence (O95551 whole entry, looked up): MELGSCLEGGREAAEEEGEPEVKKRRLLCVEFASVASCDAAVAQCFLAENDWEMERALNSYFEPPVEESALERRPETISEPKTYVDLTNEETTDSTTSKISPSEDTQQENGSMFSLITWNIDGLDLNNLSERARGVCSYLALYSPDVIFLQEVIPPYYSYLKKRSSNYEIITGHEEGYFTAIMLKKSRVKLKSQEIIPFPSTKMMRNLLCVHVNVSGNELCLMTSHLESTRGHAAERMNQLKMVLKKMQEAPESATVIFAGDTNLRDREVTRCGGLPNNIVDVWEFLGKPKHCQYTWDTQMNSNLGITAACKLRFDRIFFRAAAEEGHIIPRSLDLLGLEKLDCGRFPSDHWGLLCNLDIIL
#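 Assay system: Recombinant human TDP2 | Quantity: 120 nM TDP2 per well | Incubation: 2 h at 37 °C | Signal: Epi absorbance | Evaluation: Percent inhibition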
# HTRA1 inh – inhibitors of human serine peptidase HTRA1; Q92743; inhibition, % at 5.96 µM; recombinant HTRA1, FP-rhodamine activity-based probe, fluorescence polarization; AID 504803; hit rate 0.5% among 340,000; in the data active = inhibition above about 36%;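 also: 0% = enzyme with DMSO and 100% = wells lacking enzyme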
# Rev-erbA mod – Rev-erb alpha (human) modulation | P20393 | Rev-erbα–FITC-DNA binding, fluorescence polarization, 90 min | activity, % at 10 µM | hit rate 0.79% among 370,000 | AID 1259318;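 active = activity above about 14%, limit read from the data; passing the limit was not always enough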;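 also: 0% = DMSO wells with 35 nM protein and 100% = DMSO wells with 750 nM protein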
# Numbers without * were called inactive; nt = not tested or not shown; & = joins results of further samples.
SMILES,LEDGF integ inh,PG9 Ab binder,PRMT1 inh,SIAE inh,rCAG RNA binder,TCR-CD3 inh,ABHD4 inh,TDP2 absorb,HTRA1 inh,Rev-erbA mod
CCc1ccc(-c2cc(C(=O)N/N=C/c3ccco3)[nH]n2)cc1,-1,-1.0,-3,-11,2,9,-25,4,-47,-4
COc1ccc(-c2csc(N3CCN(c4cc(C)nc5ccccc45)CC3)n2)cc1OC,0,-0.4,2,20*,3,-5,8,5,-1,0
O=C(Cn1c(CO)nc2ccccc21)NCc1ccc2c(c1)OCO2,0,0.3,-3,1,1,1,3,9,10,-10
CCOC(=O)[C@@H]1[C@H]2COc3ccccc3[C@H]2N2C(=O)N(c3ccc(C(F)(F)F)cc3)C(=O)[C@]12C,0,-0.4,1,-14,-3,0,-24,3,-18,3
COc1ccc(C(=O)N/N=C/c2ccc(OC)c(CN3CCc4cc(OC)c(OC)cc4C3C)c2)cc1 (stereo unspecified),-2,0.2,0,-6,0,4,-6,0,-11,2
CCOc1ccc(-n2c(Cc3cc(=O)[nH]c(=O)[nH]3)nnc2SCC(=O)Nc2nnc(C)s2)cc1,-3,-2.3,3,5,0,-2,0,9,-1,5
COc1cc(C2C3=C(CC(c4ccco4)CC3=O)Nc3ccccc3N2C(C)=O)cc(OC)c1OC (stereo unspecified),0,1.2,1,12,10,7,19,-1,1,-8
CNc1n[nH]c(-c2ccccc2)n1,1,-1.4,-1,-1,1,8,-1,-2,2,5
CCOC(=O)CNc1nc(Cl)nc(Nc2ccc(C)cc2)n1,5,0.2,-2,-9,-2,-4,2,-4,6,4
COc1ccc(NC(=O)C2CCCN2C(=O)Oc2ccccc2)cc1 (stereo unspecified),-2,-1.0,0,7,-1,5,-2,-4,7,-3
O=C(Nc1ccc(C(F)(F)F)cc1)C1CCN(c2cnccn2)CC1,-1,-0.5,-1,-2,0,-2,-10,-6,-8,4
O=C(O)c1nc(N2CCOCC2)nc(N2CCOCC2)n1,-2,-0.4,-1,-8,-1,-3,1,-1,-2,-2
COc1cc(CN2CCN(Cc3ccccc3C(F)(F)F)CC2)cc(OC)c1OC,-4,-0.9,3,-2,-12,-2,13,0,1,3
CCOC(=O)c1c(C)[nH]c(C)c1C(=O)COC(=O)CNC(=O)C1CCCCC1,2,-0.9,0,1,-5,2,2,3,4,-11
O=S(=O)(NCc1ccco1)c1ccc2c(c1)Cc1ccccc1-2,-1,0.2,5,2,13,7,-11,8,-12,-8
COCCNS(=O)(=O)c1ccc(OCC(=O)N2CCc3ccccc3C2)c(Cl)c1,0,-0.6,-1,-6,-3,6,-2,2,3,5
C=C(CC[C@@H](O)C(C)(C)O)[C@H]1CC[C@]2(C)[C@@H]1CCC1[C@@]3(C)CC[C@H](O)C(C)(C)C3CC[C@]12C (stereo partly specified),0,-2.4,-1,2,0,5,-9,-6,-1,-4
CC(C)NC(=O)N(C)C[C@H]1Oc2c(NS(=O)(=O)c3ccc(F)cc3)cccc2C(=O)N([C@H](C)CO)C[C@@H]1C,1,0.3,-2,-6,-1,1,0,-15,1,2
O=C(COC(=O)/C=C/c1cccs1)Nc1ccccc1Cl,5,-2.3,0,6,-4,-6,-8,-3,-6,2
CCC(CC)C(=O)Nc1cccc(C(=O)Nc2ccc(S(=O)(=O)Nc3ccc(C)cc3)cc2)c1,-3,3.9,6,-166,22,24*,-138,-9,-131,2
c1ccc(OCCSc2nc3ccccc3[nH]2)cc1,0,-0.6,-4,2,3,7,-6,-8,-10,0
CN(Cc1ccccc1)C(=O)C1CCCN(Cc2cccc(Cl)c2)C1 (stereo unspecified),2&-4,-0.5&-2.7,2&4,10&-9,-2&-1,-5&-3,13&3,4&4,-5,-2
COc1cc(/C=N/Nc2nc(=O)[nH]nc2C)cc(OC)c1O,1,-9.5,1,-2,10,-7,3,2,-1,3
CC(=O)Nc1ccc(S(=O)(=O)Nc2ccc3c(c2)n(C)c(=O)n3C)c(C)c1,7,-1.2,-1,2,4,-14,-4,-9,3,-2

# 4 entries from above, reformatted:
# Below each SMILES: LEDGF integ inh	PG9 Ab binder	PRMT1 inh	SIAE inh	rCAG RNA binder	TCR-CD3 inh	ABHD4 inh	TDP2 absorb	HTRA1 inh	Rev-erbA mod
COc1cc(CN2CCN(Cc3ccccc3C(F)(F)F)CC2)cc(OC)c1OC
  -4	-0.9	3	-2	-12	-2	13	0	1	3
CCOC(=O)c1c(C)[nH]c(C)c1C(=O)COC(=O)CNC(=O)C1CCCCC1
  2	-0.9	0	1	-5	2	2	3	4	-11
O=S(=O)(NCc1ccco1)c1ccc2c(c1)Cc1ccccc1-2
  -1	0.2	5	2	13	7	-11	8	-12	-8
COCCNS(=O)(=O)c1ccc(OCC(=O)N2CCc3ccccc3C2)c(Cl)c1
  0	-0.6	-1	-6	-3	6	-2	2	3	5

# Continued:
SMILES,LEDGF integ inh,PG9 Ab binder,PRMT1 inh,SIAE inh,rCAG RNA binder,TCR-CD3 inh,ABHD4 inh,TDP2 absorb,HTRA1 inh,Rev-erbA mod
Cc1nc(CN2CCN(C(=O)NC3(c4ccccc4)CC3)CC2)cs1,1,0.6,3,0,-7,-10,0,0,-7,1
CCCC[C@H](C(=O)N(CC)c1ccccc1)[C@@H](O)c1ccc(Cl)cc1,-3,nt,0,-5,2,nt,-8,2,nt,3
COc1cc2c(cc1OC)C(c1cc([N+](=O)[O-])ccc1O)NCC2 (stereo unspecified),6,-1.4,-3,3,0,0,-3,0,-1,-5
O=C(CNS(=O)(=O)c1ccc([N+](=O)[O-])cc1)N/N=C\c1ccc(O)cc1,0,1.1,0,-7,5,2,-2,0,-1,-3
CC(C)N(C(=O)COC(=O)[C@@H]1CC(O)CN1S(=O)(=O)c1ccccc1[N+](=O)[O-])C(C)C (stereo partly specified),1,0.0,3,2,2,-3,-7,-6,1,0
CCC(C)N(C(=O)CSc1nnc2ccccn12)C1CCS(=O)(=O)C1 (stereo unspecified),1,-0.4,-2,3,-1,7,-3,-2,-2,-7
CCOC(=O)C(C)N1CC(=O)N(c2ccccc2)C1=O (stereo unspecified),1,-0.7,-1,18*,-2,5,-2,3,0,0
CCn1c(CNC(=O)C2CCCCC2)cc2cc(C)ccc21,0,1.0,1,3,3,10,6,2,2,7
C=Cn1ccnc1P(=S)(c1ccc2c(c1)c1ccccc1n2CC)c1nccn1C=C,-2,-0.4,2,-8,4,9,0,-1,1,3
COc1c(Br)cc(/C=N/n2c(-c3ccccc3)n[nH]c2=S)c(O)c1Br,4,0.2,10,7,8,10,25,-4,74*,-4
O=C(CN1CCN(S(=O)(=O)c2cccs2)CC1)N1CCCCC1,-2,-0.4,-5,-5,1,-1,5,-10,-3,5
CCN(C1CCCCC1)S(=O)(=O)c1ccc(S(=O)(=O)N(CC(=O)Nc2ccccc2)C2CC2)cc1,-3,-0.8,3,-1,0,-1,0,8,1,-1
COc1ccc(C2Nc3ccccc3C(=O)N2O)cc1CN1CCOCC1 (stereo unspecified),3,-3.0,-1,4,3,7,5,3,0,-2
O=C(O)CN1C(=O)CSc2ccccc21,-3,-1.3,0,3,3,3,2,6,2,-3
C/C(=N\NC(=O)c1cc(O)ccc1O)c1cccc(NC(=O)c2cccc(Cl)c2)c1,55*,-5.0,31*,33*,45*,43*,54*,-1,2,-5
Cc1cc(C)n(-c2ccc(C(=O)NC3CCCCC3)cc2)n1,1,-0.2,3,2,-8,0,-3,4,4,-1
CC1(C)Cc2cccc(OCC(=O)Nc3nccs3)c2O1,1,0.6,-1,1,-6,-1,-1,6,-9,-2
Cc1ccc(C)c(OCCC(=O)NNC(=O)Cn2nc(C)cc2C)c1,2,-0.4,2,-3,-2,1,8,-3,0,4
COc1cc(NC(=S)N2CCN(Cc3ccccc3)CC2)cc(OC)c1,-3,-0.1,-1,7,-4,-8,0,0,8,-4
CC(=O)CC(=O)Nc1ccn(-c2ccccc2)n1,2,1.8,5,3,2,-5,-3,-14,6,-3
O=C(c1ccc(S(=O)(=O)N2CCCCC2)cc1)N1CCN(c2ccccc2F)CC1,0,-0.6,-2,4,-3,8,1,3,4,-2
COc1ccc(-c2cc(C(=O)N3CCOCC3)no2)cc1,0,-1.1,-2,0,2,-5,3,-9,2,0
COc1cccc(NC(=O)C2CCC(CNS(=O)(=O)c3ccc4c(c3)CC(C)N4C(C)=O)CC2)c1 (stereo unspecified),-3,-2.3,-1,0,0,-4,-5,-4,-7,-6
COc1cc(OC)cc(C(=O)Nc2cccc3cccnc23)c1,7,-0.7,-1,-3,2,-9,-6,-13,-20,3
CCOC(=O)C1=C(C)N=c2s/c(=C\c3ccc(OCC(=O)O)cc3)c(=O)n2C1c1ccc(OC(C)C)cc1 (stereo unspecified),4,-1.6,30*,-67,64*,7,-73,5,-38,0
CC(C)Cn1c(SCC(=O)NC2CC2)nc2ccccc21,4,-0.5,0,1,0,6,-7,9,-1,-3
CN(Cc1cccc(Cl)c1Cl)C(=O)c1cc(S(=O)(=O)N2CCOCC2)ccc1F,2,-1.3,-3,-3,-1,3,-2,-10,5,9
CCN(C(=O)CN1CCCc2cc(C)ccc21)c1c(N)n(Cc2ccccc2)c(=O)[nH]c1=O,0,-4.4,30*,-4,3,-21,-39,-5,-2,12
COc1ccc(-c2c(-c3cc(OC)cc(OC)c3)n(C)c3ccc(-c4cnc(N)nc4)cc23)cc1,-5,0.7,-3,0,5,5,5,0,-4,9
Cc1ccc(C)c(-n2c(Cc3cc(=O)[nH]c(=O)[nH]3)nnc2SCC(=O)NCc2ccco2)c1,0,-1.1,5,5,7,4,-1,0,4,-2
COc1cc(C(=O)Oc2cccc(C)c2)cc(OC)c1OC,0,0.2,0,-5,-6,0,0,5,-4,-5
Cc1ccc(NS(=O)(=O)c2cc3c4c(cccc4c2)C(=O)NC3=O)cc1C,4,0.9,3,-10,20,7,13,-3,6,-5
COc1ccc(S(=O)(=O)NCC(=O)N(CC(=O)NCC2CCCO2)Cc2ccc(F)cc2)cc1 (stereo unspecified),2,1.4,2,-5,-8,-7,-6,-7,-2,0
CN(Cc1ccccc1Cl)C(=O)CCNC(=O)c1ccco1,-1,-0.9,-4,-1,-2,-1,-2,5,-1,2
CC1CCN(C(=O)C(=O)c2cn(CC(=O)N3CCCC3)c3ccccc23)CC1,-1,-1.6,4,0,-2,-1,-1,-2,3,5
COc1cc(C(=O)OCC(=O)N(CC(C)C)C2CCS(=O)(=O)C2)cc(OC)c1C (stereo unspecified),1,-0.5,-4,4,0,2,0,-1,3,-10
CCCSc1ccc([C@H]2N[C@@](C)(C(=O)OC)[C@H]3C(=O)N(C)C(=O)[C@@H]23)cc1,1,0.4,0,-2,-6,-1,8,1,0,-7
O=C(Nc1ccon1)Nc1cc(Cl)ccc1Cl,5,0.0,-3,6,-2,-2,8,-23,-9,4
O=C1CC(NS(=O)(=O)c2ccccc2F)CN1c1ccc2c(c1)OCCO2 (stereo unspecified),0,0.6,-2,6,-3,3,7,11,-1,-5
CC(=O)C1(C)CCC2C3C=C(C)C4=CC(=O)CCC4(C)C3CCC21C (stereo unspecified),2,0.9,-7,-2,-3,7,6,-10,-18,5

# Not all compounds are listed, so the mix of outcomes need not match the whole.
